Screening data (PubChem BioAssay)
TAAR1 antag: human TAAR1 antagonists, primary screen, Fluo-8 calcium fluorescence, CHO RD-HGA16 cells; antagonist; inhibition, % at 3 µM; 360,000 tested, 1.5% active; AID 624466, 2012;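 active = inhibition above a per-plate cutoff, the mean inhibition of test compounds on that plate plus 3 SD, cut at about 49% in these data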;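 also: 0% = DMSO plus EC80 beta-PEA response and 100% = DMSO alone without agonist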
Target sequence (Q96RJ0 whole entry, looked up): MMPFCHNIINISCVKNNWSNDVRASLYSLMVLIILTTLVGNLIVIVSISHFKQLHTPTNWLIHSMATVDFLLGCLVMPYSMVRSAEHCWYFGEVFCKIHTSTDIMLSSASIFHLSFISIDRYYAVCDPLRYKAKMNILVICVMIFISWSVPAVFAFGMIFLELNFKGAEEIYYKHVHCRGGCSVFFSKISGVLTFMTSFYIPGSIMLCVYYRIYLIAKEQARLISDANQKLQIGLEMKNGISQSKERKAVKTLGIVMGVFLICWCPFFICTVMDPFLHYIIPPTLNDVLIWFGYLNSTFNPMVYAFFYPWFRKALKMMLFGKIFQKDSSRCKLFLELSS
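Material: RD-HGA16 CHO cells with stable hTAAR1 and Gα16; Dosing: single nominal final test compound concentration of 3 µM; Schedule: seeding 17-24 h prior, 75-min 37 °C, 30-min RT dye loading; Detection: kinetic Fluo-8 calcium fluorescence measurement; Measure: % inhibition from peak post-agonist over basal fluorescence ratio; Benchmarks: vehicle and agonist controls.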
TAAR1 ag: human TAAR1 agonists, primary screen, Fluo-8 calcium fluorescence, CHO RD-HGA16 cells | activation, % at 3 µM | 360,000 tested, 0.99% active | vehicle wells 0%, saturating PEA agonist 100%;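 active = activation above the mean activation of all test compounds in the run plus 3 SD, cut at about 38% in these data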
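System: CHO-derived RD-HGA16 cells with stable Gα16 and human TAAR1 / Times: 17-24 h plating, Fluo-8 75 min 37 °C, 30 min RT / Technique: calcium-sensitive Fluo-8 signal, excitation 470-495, emission 515-575 nm / Measure: % activation relative to PEA EC100 response / Benchmarks: DMSO and PEA EC100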
M1 PAM parental: nonselective calcium activators in parental CHO-K1 cells, primary screen, counter-screen for M1 PAM project, cell-based, Fluo-8 calcium fluorescence, full deck, 1536-well | ATP EC20; 0% at ATP EC20, 100% at ATP max | activation, % at 3 µM | 360,000 tested, 0.02% active;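 active = activation above the run cutoff, the mean activation of all test compounds plus 3 SD, cut at about 40% in these data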;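 also: peak over basal fluorescence ratio in a 140 s read after ATP addition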
CHRM1 PAM: human M1 muscarinic receptor positive allosteric modulators, primary screen, CHO-K1 cells, Fluo-8 calcium fluorescence, 1536-well; Muscarinic acetylcholine receptor M1 (Homo sapiens), P11229; CHO-K1 hM1, ACh EC20; 0% = ACh EC20, 100% = maximal ACh; activation, % at 3 µM; 360,000 tested, 0.088% active; AID 588819, 2011; in the data active = activation above about 19%, passing the limit was not always enough
Target sequence (P11229 whole entry, looked up): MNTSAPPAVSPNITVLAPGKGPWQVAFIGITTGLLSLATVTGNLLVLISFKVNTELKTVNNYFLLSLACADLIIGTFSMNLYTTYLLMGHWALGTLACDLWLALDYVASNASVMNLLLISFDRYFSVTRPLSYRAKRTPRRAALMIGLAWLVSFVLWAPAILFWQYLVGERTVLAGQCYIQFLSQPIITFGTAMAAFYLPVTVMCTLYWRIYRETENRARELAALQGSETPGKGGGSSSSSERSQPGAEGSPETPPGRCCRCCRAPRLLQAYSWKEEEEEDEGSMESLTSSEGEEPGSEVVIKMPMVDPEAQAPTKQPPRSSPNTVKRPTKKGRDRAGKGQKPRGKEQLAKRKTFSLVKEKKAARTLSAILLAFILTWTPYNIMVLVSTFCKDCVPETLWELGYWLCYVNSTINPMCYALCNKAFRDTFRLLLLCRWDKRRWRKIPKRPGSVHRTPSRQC
CHO-K1 Ca antag: M1 antagonist counterscreen hit in parental CHO-K1 cells; AID 602250; 360,000 tested, 0.6% active; inhibition, % at 3 µM; ATP-induced calcium, Fluo-8 fluorescence;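 active = inhibition above a per-plate cutoff, the plate's mean sample inhibition plus 3 SD, cut at about 24% in these data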;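 also: 0% = DMSO plus EC80 ATP and 100% = DMSO alone without ATP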
CHO parental Ca: ATP-evoked calcium signal inhibitors, parental CHO, primary screen, counter-screen for OX1R antagonist project, cell-based, fluorescence, Fluo-8 calcium dye; inhibition, % at 5.6 µM; 330,000 tested, 0.63% active; parental CHO-K1, ATP-induced calcium, Fluo-8 fluorescence;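 active = inhibition above that plate's mean sample inhibition plus 3 SD, cut at about 26% in these data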;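 also: 0% = ATP-challenged DMSO wells and 100% = DMSO wells without ATP; some compounds past the cut are filed as inactive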
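Assay system: untransfected parental CHO cell line. Also added: ATP agonist challenge. Dosing: one dose, 5.6 µM nominal. Measured by: Fluo-8 fluorescence. Read-out: % inhibition. Benchmarks: ATP wells versus no-ATP DMSO wells. Repeats: no replicates.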
M1 ag: human M1 muscarinic receptor agonists, primary screen, Fluo-8 calcium fluorescence, CHO-K1 cells, HTS. CHO-K1 hM1, agonist mode; 0% DMSO, 100% acetylcholine EC100. 360,000 tested, 0.33% active. Muscarinic acetylcholine receptor M1 (Homo sapiens), P11229. activation, % at 3 µM;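 active = activation above the run's mean compound activation plus 3 SD, cut at about 16% in these data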;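 also: peak over basal fluorescence ratio within a 140 s kinetic read after compound addition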
CHRM1 antagonist: human M1 muscarinic receptor antagonists, primary screen, CHO-K1 cells, Fluo-8 calcium fluorescence, 1536-well; CHO-K1 hM1, ACh EC80 antagonist; inhibition, % at 3 µM; 360,000 tested, 1.3% active;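 active = percent inhibition above its own plate's cutoff, namely the mean of that plate's compound wells plus 3 SD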;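 also: peak over basal fluorescence ratio during 140 s after agonist addition; 0% = ACh EC80 plus DMSO and 100% = DMSO alone without agonist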
CHO-K1 Ca ag: counter-screen for M1 agonists: effect in parental CHO-K1 cells; Fluo-8 calcium fluorescence; scaled to maximal ATP response, vehicle zero; activation, % at 3 µM; 360,000 tested, 0.48% active; in the data active = activation above about 15%;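 also: untransfected CHO-K1 host cells lacking M1 receptor as counterscreen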
* marks the source's active call; other numbers are inactive results; · = no result given.

SMILES	TAAR1 antag	TAAR1 ag	M1 PAM parental	CHRM1 PAM	CHO-K1 Ca antag	CHO parental Ca	M1 ag	CHRM1 antagonist	CHO-K1 Ca ag
COc1ccccc1C1=NN(C2=NN=C(N)Cc3ncnn32)C(O)(C(F)(F)F)C1 (stereo not drawn)	12	6	-10	4	-3	-14	-1	0	-0.4
COc1ccc(C2CC(=O)C3=C(C2)Nc2ncnn2C3c2ccccc2C)c(OC)c1 (stereo not drawn)	12	18	7	1	-3	-21	-4	1	1.1
CN(C)S(=O)(=O)c1ccc(NC=C(C#N)C#N)cc1	2	6	20	7	-9	17	-3	-5	0.9
O=C(COc1ccc(S(=O)(=O)N2CCCCC2)cc1)N1CCCC1	-3	0	7	-6	-9	-9	-3	19	0.8
CCOC(=O)C1CCN(S(=O)(=O)c2ccc3c(ccn3C)c2)CC1	2	1	-9	-5	-1	-4	-1	7	2.2
CS(=O)(=O)N(CC(=O)Nc1ccccc1C(=O)N1CCCC1)c1cccc([N+](=O)[O-])c1	11	6	21	5	-13	-7	-9	-3	0.1
O=C(CCSc1nnc(-c2ccncc2)o1)Nc1ccc(Cl)cc1	-15	40*	-1	4	-12	-2	-1	-1	1.4
CCOC(=O)CN1Cc2cccc(C(=O)O)c2C1=O	-10	0	15	4	2	-2	-2	-13	-0.7
COc1ccc(C2C(C(=O)N3CCCCC3)c3ccccc3C(=O)N2C)cc1 (stereo not drawn)	0	2	8	7	3	-27	1	-10	8.7
Cc1nc2ccc(F)cc2cc1C(=O)NC(C)C	·	·	14	-6	-6	-13	-1	23	5.9
N#Cc1ccccc1S(=O)(=O)N1CCN(C(=O)C2COc3ccccc3O2)CC1 (stereo not drawn)	-10	1	-11	2	10	0	-2	3	0.9
Nc1ccccc1C(=O)NCC1(c2ccccc2)CCCC1	-11	3	-2	2	-5	-24	-3	-7	0.0
O=C(Cn1c(=O)[nH]c2ccccc2c1=O)N1CCN(Cc2ccc3c(c2)OCO3)CC1	-32	6	18	6	-21	-20	-2	-8	3.6
CSC[C@H]1CN(Cc2ccccc2)C(=O)[C@@H]1CC(=O)Nc1ccccc1	-24	5	11	2	-7	·	0	0	0.8
O=C(CC1C(=O)NCCN1Cc1cccc(C(F)(F)F)c1)NCCc1cnccn1 (stereo not drawn)	-12	4	18	5	-13	-6	-2	-6	0.8
C=CCOC(=O)C1=C[C@H](C2CCCCC2)[C@@H](CCCO)[C@H](OCC)O1	43	14	16	-3	-17	-20	-1	9	1.0
Cc1ccc(NC(=O)Nc2ccccc2C#N)c(Cl)c1	-16	7	10	8	-17	-7	-4	-6	0.2
Cc1cc(NC(=O)Nc2ccccc2[N+](=O)[O-])n(C)n1	-5	0	-4	14	1	-10	3	-3	0.7
COc1ccc(-c2cc(C(=O)Nc3cc(Cl)ccc3OC)no2)cc1	-12	2	5	10	-18	4	-3	-13	1.3
Cc1cccc(NC(=O)c2cccc(NC(=O)c3ccco3)c2)c1C	-3	1	-24	-1	12	0	-4	4	0.6
COc1ccccc1OCCC(=O)OCC(=O)Nc1ccc(S(=O)(=O)N2CCOCC2)cc1	1	3	8	-3	-2	1	-8	0	4.6
OCCN(Cc1ccccc1)C(=S)NC1CCCCC1	1	2	-5	-3	3	-6	-5	5	0.7
CCN(CCCNC(=O)C1CCC(=O)N1Cc1ccccc1Cl)c1cccc(C)c1 (stereo not drawn)	-2	9	11	4	-16	-22	-9	-17	2.2
N#Cc1ccccc1OCC(=O)OCC(=O)NC1CCCCCC1	-12	15	13	6	-20	-6	-2	-11	0.8
CCn1c(SCC(=O)Nc2cccc(C)c2)nc2nc3c(cc2c1=O)COC(C)(C)C3	40	4	-14	-5	13	-10	-5	6	16*
CC(=O)N1CCc2cc(Br)cc(S(=O)(=O)NCc3ccccn3)c21	5	9	23	8	-10	-3	-6	-10	2.0
Cn1nc(C(F)(F)F)c(CN2CC(C)(C)C2=O)c1N1CCOCC1	-18	3	-2	1	-3	-14	-3	3	0.2
COc1cccc(CC2(CO)CCN(CC3=CC[C@H]4C[C@@H]3C4(C)C)CC2)c1	-2	2	12	-24	-7	-6	-6	36*	15
O=C1CC2c3ccccc3C1C1C(=O)N(CCO)C(=O)C21 (stereo not drawn)	-2	2	-4	1	-4	9	-4	1	-0.5
O=C(O)C1CCCCN1C(=O)c1cc2c(s1)CCCCC2 (stereo not drawn)	2	6	-2	9	-11	-12	-1	-11	-0.1
CCCCN(CCCC)S(=O)(=O)c1ccc(NC(=O)c2cccs2)cc1	23	16	21	-13	-40	-2	-1	19	1.8
CCN(C(=O)COC(=O)c1cc(-c2ccccc2)nn1-c1ccccc1)C1CCS(=O)(=O)C1 (stereo not drawn)	-33	0	7	-12	-10	-16	-5	19	4.5
O=C(Nc1ccc(Cl)cc1)N1CC=CCC1	18	-1	16	4	-12	-17	-3	-35	0.4
C/C(=N/NC(=O)c1ccc(Cn2cccn2)o1)c1cccc(NC(=O)c2ccncc2)c1	-5	0	4	6	-4	·	-2	-4	-0.1
O=C(Nc1cccc2ccccc12)N1CCOCC1	-8	5	-6	-3	-3	-11	8	6	0.1
COc1ccc(-c2cccc(C(=O)Nc3ccc(C)cc3)c2)cc1	4	5	1	3	-8	3	-3	-7	-0.1
COc1ccccc1NC(=O)CC(=O)CSc1nnc(-c2ccc(C)cc2)n1-c1ccccc1	-3	3	9	2	-1	-18	-5	-5	-0.1
Cc1cccc(OCCCC(=O)Nc2ccc(S(N)(=O)=O)cc2)c1C	12	3	7	6	-15	11	-3	-7	0.3
Cc1ccc(S(=O)(=O)Nc2ccc(NC(=O)c3cccs3)cc2)cc1	4	7	22	8	-15	8	-4	-10	1.4
COc1ccc(CNC(=O)NC2CCCCC2)cc1	-11	10	20	7	-19	-11	-4	-2	0.6
Cc1cc(S(=O)(=O)N2CCCc3ccccc32)ccc1-n1cnnn1	21	-5	5	2	5	-6	-3	3	1.9
CN1C(=O)NC(c2ccc(O)cc2)C2=C1CN(c1ccccc1)C2=O (stereo not drawn)	5	-1	15	4	-8	-5	-3	-7	0.7
O=C1CC(Sc2ncccn2)C(=O)N1c1ccccc1 (stereo not drawn)	-6	7	11	-4	-2	3	-2	7	0.1
CCNC(=S)NNC(=O)c1cc(C2CC2)nc2ccccc12	0	5	19	-5	-4	-16	-4	1	0.5
Cc1cc(C)nc(NC(=O)CSc2ccccn2)n1	-8	4	-2	4	15	-13	-1	-2	-0.1

As entered above:
Reading of Cc1cc(S(=O)(=O)N2CCCc3ccccc32)ccc1-n1cnnn1 under M1 PAM parental: 5
Reading of COc1ccc(-c2cccc(C(=O)Nc3ccc(C)cc3)c2)cc1 under CHO parental Ca: 3

Complete entries, looked up by structure. Order of screens: TAAR1 antag | TAAR1 ag | M1 PAM parental | CHRM1 PAM | CHO-K1 Ca antag | CHO parental Ca | M1 ag | CHRM1 antagonist | CHO-K1 Ca ag
Results for O=C(CC1C(=O)NCCN1Cc1cccc(C(F)(F)F)c1)NCCc1cnccn1 (stereo not drawn) : -12 | 4 | 18 | 5 | -13 | -6 | -2 | -6 | 0.8
Results for Cc1ccc(S(=O)(=O)Nc2ccc(NC(=O)c3cccs3)cc2)cc1 : 4 | 7 | 22 | 8 | -15 | 8 | -4 | -10 | 1.4

(cont.)
SMILES	TAAR1 antag	TAAR1 ag	M1 PAM parental	CHRM1 PAM	CHO-K1 Ca antag	CHO parental Ca	M1 ag	CHRM1 antagonist	CHO-K1 Ca ag
CC1CCCCC12NC(=O)N(CC(=O)NCC(=O)Nc1ccc(F)c(F)c1F)C2=O (stereo not drawn)	-7	8	23	10	-15	-8	-3	-9	0.2
CCCCc1nnc(NC(=O)CCS(=O)(=O)c2ccc(C)cc2)s1	-9	5	-3	1	2	-18	-3	-1	8.3
COc1ccc2nc(SCC(=O)NCc3ccc(OC)c(OC)c3)[nH]c2c1	-5	-2	8	6	-6	-18	-4	-5	1.2
CC(C)(C)OC(=O)NCCc1nnc(SCc2ccccc2)o1	-23	0	5	4	-7	-11	-3	3	3.5
COc1cccc(NC(=O)COC(=O)CCS(=O)(=O)c2ccc(C)cc2)c1	-13	2	10	5	-10	-11	-3	-4	0.2
COc1ccccc1NC(=O)Nc1nc(C(N)Cc2ccc(Cl)cc2)cs1 (stereo not drawn)	38	34	11	3	-1	·	6	2	5.6
O=C(NC(Cc1c[nH]c2ccccc12)C(=O)O)c1ccc2c(c1)OCO2 (stereo not drawn)	5	1	4	2	-3	2	-5	-3	0.2
COC(=O)c1ccc(CSc2n[nH]c(C)n2)o1	-3	0	20	9	0	5	-9	-10	7.3
CCc1cc(CNC(=O)c2ccc(OC)c(OC3CCN(C(C)C)CC3)c2)on1	-24	1	-5	1	5	-15	-4	-3	12
CC1=C(C(=O)Nc2ccccc2)C(c2ccco2)NC(=S)N1 (stereo not drawn)	-4	5	-4	-4	-13	-2	-3	11	-0.2
O=C1C(Cl)=C(N2CCCCC2)C(=O)C(Cl)=C1c1cnc(N2CCCCC2)s1	·	·	9	1	-5	·	-1	1	0.2
O=S(=O)(c1ccccc1F)N(Cc1ccco1)Cc1nnc(-c2ccccc2Br)o1	33	12	16	-6	-3	·	0	11	5.6
Cc1cc([N+](=O)[O-])cnc1N1CCOCC1	-10	7	-12	-4	-4	2	-5	12	0.0
CCCCn1c(N)c(N(CCOC)C(=O)CCNC(=O)NC23CC4CC(CC(C4)C2)C3)c(=O)[nH]c1=O	-8	-3	4	7	-13	·	-3	-3	-0.1
COc1cccc(/C=C/C(=O)c2ccc(NS(=O)(=O)c3ccc(C)cc3)cc2)c1	10	2	20	-5	3	-5	-5	5	1.2
COC(=O)c1cc(C(=O)Nc2cc(C)ccn2)cc([N+](=O)[O-])c1	-1	-1	-4	14	23	-7	2	-3	-0.4
Clc1cccc(Cc2c(C3CCCCC3)nc3ccc(Br)cn23)c1	-10	-2	-14	0	1	·	-2	-28	0.3
NC(=O)c1cc2ccncc2c2ccccc12	-8	9	-2	8	-7	4	-4	-1	0.9
CN(C)/C=C/C(=O)/C=C/c1ccc(Cl)cc1Cl	1	-1	1	-10	19	-19	-5	5	5.5
Cc1ccc(-c2csc3nc4cc(C(=O)NC5CCC(O)CC5)ccc4c(=O)n23)cc1 (stereo not drawn)	48	16	-16	-18	5	-18	-2	25	1.5
O=C(NCCN1CCOCC1)c1cccc(Cl)c1	-9	21	-1	5	6	-7	-3	-12	0.0
CCC(C)N(C(=O)c1csnn1)C(C(=O)NCc1ccc(F)cc1)c1ccco1 (stereo not drawn)	22	10	9	-3	-8	-7	-4	6	0.3
O=C(COC(=O)c1ccc[nH]c1=O)Nc1cc(S(=O)(=O)N2CCCCCC2)ccc1Cl	9	0	10	11	-17	·	-3	-15	1.0
COc1ccc(C(=O)CN2C(=O)c3ccccc3S2(=O)=O)cc1Br	-13	3	1	-2	-4	-3	-2	5	1.2
